KB-3-1 cytotox – qHTS assay for MDR1-selective chemotherapeutics: Primary screen using the parental adenocarcinoma cell KB-3-1; KB-3-1 viability, CellTiter-Glo ATP luminescence, 72 h; Potency, µM (titrated, usually from 46.1 µM), for inactives: top-dose activity change, negative = cytotoxic, usual class: cytotoxic; hit rate 1.4% among 400,000; AID 1347075, 2019; note: % is set by controls: 0 for no effect and ±100 for the full control effect; nearly all actives have a fitted effect of over 60% in size
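Multi-concentration cytotoxicity screen in KB-3-1 cells grown in DMEM lacking phenol red with 10% FBS. After 72 h at 37 °C with compound, ATP-dependent luminescence was recorded.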
KB-V1 MDR tox – qHTS assay for MDR1-selective chemotherapeutics: Primary screen using the drug-selected MDR subline cells KB-V1. KB-V1 MDR cells viability, CellTiter-Glo, 72 h. hit rate 3.4% among 400,000. Potency, µM (highest dose often 46.1 µM), for the others: at the top dose activity change, negative = cytotoxicity, hits mostly cytotoxic. AID 1347076, 2019; note: % is set by controls: 0 for no effect and ±100 for the full control effect; nearly all actives have a fitted effect of over 60% in size
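Cytotoxicity toward P-gp-expressing KB-V1 cells was determined as loss of CellTiter-Glo luminescence after 72 h at 37 degrees C. Compounds were tested in quantitative HTS format across a concentration range, with curves fitted to normalized data.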
SW480 rereplic – A quantitative high throughput screen for small molecules that induce DNA re-replication in SW480 colon adenocarcinoma cells. SW480 DNA re-replication, Hoechst DNA content imaging, 48 h. Potency, µM (series often up to 46.1 µM), for the others: at the top dose re-replication activation, most hits filed as activators. hit rate 1.8% among 340,000; note: % of control where 0% means no effect; nearly all actives have a fitted effect of over 55% in size
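DNA re-replication was detected as more nuclei of elevated Hoechst intensity after 48 hr exposure to compound (23 nL pinned per well of 250 cells).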
HT1080NT lethal – qHTS for induction of synthetic lethality in tumor cells producing 2HG: qHTS for the HT-1080-NT fibrosarcoma cell line | HT-1080-NT fibrosarcoma viability, CellTiter-Glo ATP luminescence, 48 h | Potency, µM (series often up to 46.1 µM), inactives show at the top dose activity, negative = less viability, most hits filed as cytotoxic | hit rate 1.6% among 360,000;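 note: NT is the 2HG producing partner of a matched IDH1 knockdown line; 0% = DMSO-treated cells and -100% = media-only wells without cells; nearly all actives have a fitted effect of over 55% in size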
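HT-1080-NT fibrosarcoma cells (2HG-overproducing), 750 cells/well in RPMI with 5% FBS, dosed after 2 h and incubated 48 h at 37C. CellTiter-Glo luminescence normalized to DMSO and no-cell wells; concentration-response curves fitted and classed.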
HT1080 IDH1KD tx – qHTS for induction of synthetic lethality in tumor cells producing 2HG: qHTS for the HT-1080-IDH1KD cell line. Potency, µM (doses to about 46.1 µM), for inactives: top-dose activity, negative = toxicity, usual class: cytotoxic. hit rate 2% among 360,000. HT-1080 IDH1 knockdown viability, ATP luminescence, 48 h. AID 686971, 2013;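 note: 0% = DMSO wells and -100% = cell-free medium wells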
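IDH1KD HT-1080 cells, 750/well, RPMI + 5% FBS; compound pinned after 2 h settling; 48 h, 37 °C; CellTiter-Glo luminescence; % activity normalised to DMSO and no-cell wells; curves fitted, classed by r2 and efficacy.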
HEK293 tox – qHTS of GLP-1 Receptor Inverse Agonists: Cytotox Screen | HEK293 cAMP-luciferase reporter cells, luminescence, 24 h | Potency, µM (top dose mostly 38.3 µM), inactives show at the highest dose activity change, negative = inhibition, hits mostly inhibitors | hit rate 0.13% among 410,000 | AID 624418, 2012;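 note: loss of luciferase light is scored as toxicity; % is set by controls: 0 for no effect and ±100 for the full control effect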
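To flag toxic compounds, the library was rerun on cells for 24 hr at 37 deg C and 5% CO2. Viability-linked luminescence was captured 12 min after adding luciferase detection reagent.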
TDP-43 yeast inh – qHTS of TDP-43 Inhibitors. Potency, µM (doses to about 46.1 µM), inactives show at the highest dose growth rescue (activation), actives largely listed as activators. TDP-43 expressing yeast growth rescue, BacTiter-Glo, 24 h. AID 652104, 2013. hit rate 1.8% among 410,000; note: % of control where 0% means no effect; nearly all actives have a fitted effect of over 50% in size
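Cell-based yeast growth screen: TDP-43 expression induced in galactose, inoculum OD600=0.02 after raffinose pregrowth to mid-log. Read-out BacTiter-Glo luminescence at 24 hr, 30 deg C; inhibition of toxicity seen as signal increase.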
GLP-1R inv ag – qHTS of GLP-1 Receptor Inverse Agonists (Inhibition Mode); Glucagon-like peptide 1 receptor (Homo sapiens), P43220; AID 624417, 2012; Potency, µM (series often up to 38.3 µM), for inactives: at the highest dose activity change, negative = inhibition, hits mostly inhibitors; hit rate 1.6% among 410,000; HEK293 GLP-1R CRE-luciferase, luminescence, 24 h; GLP-1R form is constitutively active; note: % is set by controls: 0 for no effect and ±100 for the full control effect; nearly all actives have a fitted effect of over 55% in size
Target sequence (P43220 whole entry, looked up): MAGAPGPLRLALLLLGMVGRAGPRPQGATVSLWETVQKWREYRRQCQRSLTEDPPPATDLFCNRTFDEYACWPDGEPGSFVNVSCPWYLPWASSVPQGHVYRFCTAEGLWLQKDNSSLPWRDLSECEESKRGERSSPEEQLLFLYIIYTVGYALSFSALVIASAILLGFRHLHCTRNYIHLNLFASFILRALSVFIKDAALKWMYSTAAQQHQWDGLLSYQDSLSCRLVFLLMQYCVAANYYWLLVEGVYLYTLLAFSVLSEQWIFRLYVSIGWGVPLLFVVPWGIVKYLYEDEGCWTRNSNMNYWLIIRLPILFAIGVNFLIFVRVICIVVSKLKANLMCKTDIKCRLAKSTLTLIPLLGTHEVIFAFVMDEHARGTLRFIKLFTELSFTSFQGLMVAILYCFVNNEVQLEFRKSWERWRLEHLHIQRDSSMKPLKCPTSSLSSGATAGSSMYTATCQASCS
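GLP-1R inverse agonism mode: basal reporter luminescence in engineered HEK293 cells measured after one day of compound exposure at 37 deg C, with a 12 min room-temperature detection step.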
GLP1R ag – qHTS of GLP-1 Receptor Agonists; Glucagon-like peptide 1 receptor (Homo sapiens), P43220; hit rate 0.007% among 380,000; HEK293 GLP-1R CRE-luciferase, luminescence, 4-6 h; cells express a hypersensitive GLP-1R form; Potency, µM (doses to about 45.6 µM), inactives show at the top dose activation, actives largely listed as activators; note: % of control where 0% means no effect
Active calls of the source: *; ? = inconclusive; nt = no result given; [ ] = dose if it differs, or a comment. Calls come from the whole dose curve; as a rule, active = well fitted curve in the direction sought with a large enough effect; inconclusive = small, poorly fitted or top-dose-only effect, or another doubt; inactive = no such curve, though single readings can be large; an effect the other way counts as inactive or inconclusive. Potency is the fitted concentration of half-maximal effect.

SMILES | KB-3-1 cytotox | KB-V1 MDR tox | SW480 rereplic | HT1080NT lethal | HT1080 IDH1KD tx | HEK293 tox | TDP-43 yeast inh | GLP-1R inv ag | GLP1R ag
O=C(Nc1ccc2oc(-c3ccccc3F)nc2c1)c1ncn[nH]1 | -23.7% | 4.6% | -5.2% | 7.4% | 0.7% | -1.0% | 9.8% | ? | -4.4%
CCC1(CC)NC(=O)N(CC(=O)OCC(=O)Nc2cc(OC)ccc2OC)C1=O | 4.4% | -20.1% | 0.0% | -7.9%[9.24 µM] | 0.3% | 0.5% | -6.9% | -9.5% | -7.0%
c1ccc2c(CN3CCCCC3)csc2c1 | 4.4% | 9.9% | -3.0% | 8.9% | 12.0% | -5.9% | 4.9% | -14.6% | 0.8%
CCN(CC)S(=O)(=O)c1ccc(OC(C)C)c(NC(=O)C2=COCCO2)c1 | 11.4% | 7.31µM* | 1.8% | -0.8% | 7.4% | -12.5% | ? | -25.7% | 2.0%
CCCN(CCC)S(=O)(=O)c1ccc(NC(=O)COc2ccccc2)cc1 | -8.3% | 0.0% | -1.0% | 7.7% | 4.7% | -3.3% | -14.0% | ? | 7.9%
COc1ccc(C(=O)Nc2cc(OC)nc(OC)n2)cc1 | 2.2% | -16.9% | -4.3% | -0.7% | -12.9% | 14.8% | 25.4% | 1.8% | -2.1%
CCOc1ccc(S(=O)(=O)N2CCN(C(=O)c3cc([N+](=O)[O-])ccc3N3CCOCC3)CC2)cc1 | 11.4% | 10.5% | -10.9% | -0.8%[9.24 µM] | -1.0% | 1.1% | 7.5% | -0.4% | 4.9%
Cc1nc(N2CCCCC2)c2c(C)c(C(=O)Nc3ccc4c(c3)OCCO4)sc2n1 | -11.1% | -17.9% | -18.6% | -3.7% | -2.6% | -22.6% | ? | 5.62µM* | -1.3%
CN(CC(=O)NC(=O)NC1CCCCC1)CC(=O)Nc1ccc(Cl)cc1 | 13.1% | ? | -1.4% | -8.9% | -3.1% | 3.7% | 12.6% | ? | 6.7%
O=C(CCNC(=O)c1ccccc1Cl)Nc1ccc(Br)c(C(F)(F)F)c1 | 5.1% | 16.5% | 0.7% | 0.2% | -1.0% | -2.2% | 26.6% | ? | -2.0%
Cc1noc(C)c1CSc1nc2[nH]ncc2c(=O)n1-c1ccccc1 | ? | ? | ? | ? | 0.517µM* | 13.9% | -17.8% | ? | ?
Cn1c(SCCOc2cccc(Cl)c2)nnc1-c1ccncc1 | -6.7% | -3.0% | 4.7% | -3.8% | -2.5% | -6.8% | 5.8% | -17.2% | 0.8%
COc1ccc(Br)cc1-c1nc(CCl)cs1 | 0.5% | 15.9% | -7.6% | 2.9% | 9.5% | 0.0% | 28.2% | -30.1% | 2.7%
O=C(c1cccc(S(=O)(=O)N2CCCC2)c1)N1CCN(S(=O)(=O)c2cccc(Cl)c2)CC1 | -5.1% | 8.0% | -0.1% | -12.7% | -0.2% | 14.5% | 3.2% | -22.0% | -7.1%
O=C(CS(=O)(=O)Cc1ccccc1)Nc1cccnc1 | 3.2% | 5.7% | -2.6% | -1.8% | -10.4% | -9.4% | 7.4% | -9.1% | -10.3%
COC(=O)C1C(=O)C2=C(CC1C)Nc1ccccc1NC2c1cccs1 (centres undefined) | -3.2% | 2.7% | 20.8% | 0.5% | 12.5% | -11.6% | -15.7% | -20.7% | 1.2%
COc1ccc(-n2c(SCC(=O)N3CCCCC3C)nnc2-c2cccnc2)cc1 (centres undefined) | -2.2% | -10.4% | -3.4% | 5.2% | 5.7% | -5.8% | 1.1% | 1.4% | -0.7%
Cc1cc(C)cc(NC(=O)c2cnn(-c3ccccc3)c2C2CCNCC2)c1 | -0.3% | 13.9% | ? | -1.9% | -5.6% | -19.3% | -4.5% | ? | 2.2%
COc1ccc2c(c1)c(=O)c(S(=O)(=O)c1ccc(F)cc1)cn2CC(=O)Nc1ccc(C)cc1C | -2.4% | 0.0% | nt | nt | nt | 0.6% | ? | 1.9% | -0.7%
O=C(NCCOc1ccccc1)C1CCC(=O)N(CCc2ccc(Cl)cc2)C1 (centres undefined) | -0.2% | ? | -8.4% | 1.0% | 3.2% | -15.6% | 11.5% | ? | 0.8%
Cc1ccc(CCNC(=O)CCn2nc(-c3ccccc3)ccc2=O)cc1 | 2.2% | 6.6% | nt | nt | nt | -2.0% | 27.4% | 3.3% | -0.3%
Cc1cccc(N2CC(O)(c3cccs3)[N+]3=C2CCCCC3)c1 (centres undefined) | 2.4% | -0.3% | 5.5% | -1.8% | 2.1% | 20.5% | 0.9% | -4.4% | 0.1%
CC(=O)c1sc(NC(=O)c2ccc(F)c(S(=O)(=O)N3CCOCC3)c2)nc1C | 17.9% | 3.3% | -7.3% | 1.2% | 2.0% | -9.7% | 16.4% | -5.4% | -4.1%
CC(=O)Nc1ccc(NC(=O)Nc2cccc(C)c2C)cc1 | 5.0% | -1.4% | -14.1% | 16.2% | 1.0% | -8.7% | -8.1% | 10.6% | 2.1%
Cc1ccc(-c2csc3ncnc(N4CCN(Cc5ccccc5)CC4)c23)cc1 | 0.5% | -1.0% | 1.8% | -0.5% | 1.9% | 3.5% | -3.2% | -4.5% | -2.2%
O=C(CCC(=O)NC1CCCCC1)Nc1cccnc1 | 3.4% | 22.5% | 1.1% | -1.1% | 3.1% | 1.3% | 5.5% | 0.6% | -5.4%
COC(=O)C1=CN(Cc2ccccc2)C=C(C(=O)OC)C1c1cc(F)ccc1F | -29.7% | -25.6% | ? | -15.8% | -21.6% | 106.8%[activator] | 12.7% | ? | 5.7%
C#CCOCCOCCOCCNc1nc(N2CCOCC2)nc(N2CCN(C(=O)[C@H](CCCN=C(N)N)n3cc(C(N)[C@@H](C)CC)nn3)CC2)n1 (some centres undefined) | 13.9% | ? | -8.6% | 8.9% | 6.3% | -22.4% | 18.3% | 1.9% | 0.1%
Cc1ccc(NC(=O)COC(=O)Cn2c(C)csc2=O)cc1 | 19.1% | 26.1% | -0.7% | 4.6% | -0.3% | 0.1% | 15.6% | -9.6% | -4.8%
COC(=O)N/N=C/c1ccc(OC(=O)c2ccco2)c(OC)c1 | 0.5% | 2.0% | -2.4% | 13.2% | 15.8% | 1.6% | 1.6% | -2.7% | 5.1%
COC(=O)C1=C(NC(=O)C(C)(C)C)CCS1 | -19.3% | -11.4% | 0.3% | 16.3% | 26.5% | -4.5% | 14.4% | 16.2% | 15.4%
CCc1ccc(-c2cc(C(=O)N3N=C(C(F)F)CC3(O)C(F)F)c3ccccc3n2)cc1 (centres undefined) | ? | 18.4µM* | 8.7% | ? | ? | ? | -93.9%[inhibitor] | -22.4% | 1.0%
CCCCN(C)C(=O)c1nc2ccccn2c1CN1CCSCC1 | -1.2% | 14.0% | -2.3% | 2.5% | -14.0% | 5.3% | 3.5% | -0.7% | -5.9%
O=C(CCc1ccccc1)N1CCN(c2ccc([N+](=O)[O-])cc2)CC1 | -11.7% | -8.1% | -5.4% | -0.3% | -11.3% | -19.0% | 25.3% | 3.8% | 6.2%
CCc1ccccc1Nc1cc(C(=O)NCCCN(C)C2CCCCC2)c2ccccc2n1 | 16.8% | -8.8% | nt | nt | nt | -11.7% | 6.5% | ? | nt
CCCCN=C1NN=C(c2ccc(C)c(C)c2)CS1 | -0.5% | -14.5% | 7.1% | -12.3% | -17.2% | ? | 14.1µM* | ? | 6.7%
CC(=O)[C@@H]1[C@@H](C(=O)c2ccc(F)cc2)[C@]2(C(=O)Nc3ccccc32)[C@H]2C=Cc3cc(F)ccc3N12 | -1.4% | -12.9% | ? | ? | -17.1% | -0.7% | -17.4% | 0.2% | 12.3%
COc1ccc(NC(=O)C/C(C)=N/NC(=O)c2ccccn2)c(OC)c1 | 14.4% | 19.9% | -1.5% | 5.1% | 1.7% | 8.9% | -18.1% | 11.6% | 8.1%
O=C(NCCc1ccccc1)c1ccc2c(c1)N(Cc1ccccc1)CCS2 | 3.7% | -0.6% | -8.8% | -6.2% | 1.1% | 2.0% | 8.0% | ? | 5.4%
O=C(CSc1nnc(CNC(=O)c2ccccc2)o1)NCc1ccc(F)cc1 | -2.3% | -3.8% | -5.0% | -5.3% | -5.1% | -0.8% | -3.4% | -4.7% | -8.8%
Cc1ccc(CN2CCN(Cc3ccc(OCCO)cc3)CC2CCO)o1 (centres undefined) | 0.5% | 2.4% | -6.8% | 4.9% | -7.2% | 3.3% | -14.0% | 2.8% | 2.1%
CC(c1ccccc1)N1CCN(C(=O)CCl)CC1 (centres undefined) | ? | ? | ? | ? | 3.7% | -9.7% | 6.8% | ? | -3.4%
CCN(CC(=O)Nc1ccc(OC)cc1)C(=O)C1CC(=O)N(Cc2ccccc2)C1 (centres undefined) | -0.6% | -11.1% | nt | 7.0% | 16.6% | 6.7% | 13.3% | 3.6% | -3.7%

3 compounds drawn at random from the list so far, as already listed:
SMILES | KB-3-1 cytotox | KB-V1 MDR tox | SW480 rereplic | HT1080NT lethal | HT1080 IDH1KD tx | HEK293 tox | TDP-43 yeast inh | GLP-1R inv ag | GLP1R ag
CCCCN(C)C(=O)c1nc2ccccn2c1CN1CCSCC1 | -1.2% | 14.0% | -2.3% | 2.5% | -14.0% | 5.3% | 3.5% | -0.7% | -5.9%
O=C(NCCc1ccccc1)c1ccc2c(c1)N(Cc1ccccc1)CCS2 | 3.7% | -0.6% | -8.8% | -6.2% | 1.1% | 2.0% | 8.0% | ? | 5.4%
COc1ccc(NC(=O)C/C(C)=N/NC(=O)c2ccccn2)c(OC)c1 | 14.4% | 19.9% | -1.5% | 5.1% | 1.7% | 8.9% | -18.1% | 11.6% | 8.1%
